Compound activity from PubChem BioAssay.
Apaf1 inhib: inhibitors of human Apaf-1 apoptosome | reconstituted apoptosome caspase-3 activity, DEVD-Rh110 fluorescence | inhibition, % at 20 µM | 330,000 compounds, 0.71% hits; active = inhibition of at least 40% at 20 µM;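 note: plate controls were DMSO wells for no effect and DEVD-CHO caspase inhibitor wells for full effect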
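System: reconstituted apoptosome with Apaf-1, cytochrome c, caspase-9, procaspase-3, dATP; Signal: Rh110 fluorescence intensity; Schedule: 30 min compound preincubation, 50 min activation, room temperature; Reagent: cytochrome c trigger plus (Z-DEVD)2-Rh110 caspase-3 substrate.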
PfGluPho inh: PfG6PD (Plasmodium falciparum) enzyme inhibition; 350,000 compounds, 0.78% hits; inhibition, % at 20 µM; AID 504690; PfGluPho enzyme, NADPH resazurin-diaphorase fluorescence;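 active = inhibition reaching at least a set limit at 20 µM in the primary screen, cut at about 59% in these data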;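 note: 0% = DMSO wells with substrate and 100% = DMSO wells lacking glucose-6-phosphate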
SENP8 block-1: SENP8 protease inhibition; Q96LD8; purified SENP8, Z-RLRGG-aminoluciferin cleavage, luminescence; inhibition, % at 10 µM; 330,000 compounds, 1.2% hits; AID 2540; in the data active = inhibition above about 50%
Target sequence (Q96LD8 whole entry, looked up): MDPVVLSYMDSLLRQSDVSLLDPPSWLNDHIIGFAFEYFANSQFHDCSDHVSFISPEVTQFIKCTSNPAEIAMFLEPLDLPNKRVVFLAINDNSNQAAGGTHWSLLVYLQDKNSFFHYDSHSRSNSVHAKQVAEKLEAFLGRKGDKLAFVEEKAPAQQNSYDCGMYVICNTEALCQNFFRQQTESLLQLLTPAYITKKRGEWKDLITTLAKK
SENP1 inh: inhibitors of human SENP1 SUMO protease catalytic domain | Q9P0U3 | recombinant SENP1 catalytic domain, CyPet-SUMO1-YPet FRET cleavage | inhibition, % at 10 µM | 360,000 compounds, 0.21% hits;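 active = inhibition at least 30% at 10 µM, raw YFP signal under a set limit, fluorescence ratio 0.5 to 1.5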;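 note: 0% = enzyme with DMSO and 100% = no enzyme wells; some results filed as inactive read as strong as hits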
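Material – human SENP1 catalytic domain · Input – SENP1 enzyme, 20 pM final · Compound dosing – single concentration of 10 µM compound, 0.5% DMSO final · Timing – enzyme reaction for 50 min at room temperature, dark · Measured by – FRET fluorescence in CFP and YFP emission channels · Control set – no-enzyme wells low, DMSO-plus-enzyme wells high control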
SENP6 block: inhibitors of human SENP6 protease | Recombinant SENP6 catalytic domain, aminoluciferin luminescence | inhibition, % at 10 µM | 330,000 compounds, 1.8% hits;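 active = inhibition above about 50% at the single tested dose, limit read from the data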;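 note: plate controls were DMSO wells with enzyme for no effect and DMSO wells lacking enzyme for full effect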
Target sequence (Q9GZR1 628-1112 limits assumed): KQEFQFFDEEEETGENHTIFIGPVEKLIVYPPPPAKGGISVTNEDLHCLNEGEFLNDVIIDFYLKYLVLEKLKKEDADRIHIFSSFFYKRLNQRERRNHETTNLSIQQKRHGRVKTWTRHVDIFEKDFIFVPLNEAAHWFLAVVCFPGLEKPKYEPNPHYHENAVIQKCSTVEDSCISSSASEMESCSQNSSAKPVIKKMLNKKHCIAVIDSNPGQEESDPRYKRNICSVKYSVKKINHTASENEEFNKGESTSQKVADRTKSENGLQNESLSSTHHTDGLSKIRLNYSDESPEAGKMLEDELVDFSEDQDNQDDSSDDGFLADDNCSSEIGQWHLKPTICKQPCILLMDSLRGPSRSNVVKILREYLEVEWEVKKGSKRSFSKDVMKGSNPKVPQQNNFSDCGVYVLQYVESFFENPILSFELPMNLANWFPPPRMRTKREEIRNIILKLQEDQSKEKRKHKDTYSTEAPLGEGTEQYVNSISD
SENP8 block-2: blocks human SENP8 cleavage of Nedd8 substrate | 360,000 compounds, 0.64% hits | inhibition, % at 20 µM | recombinant SENP8, Nedd8 substrate fluorescence | Q96LD8 | AID 602440; in the data active = inhibition mostly above about 40%, no sharp cut-off; inactive = mostly below about 27%
SENP7 block: blocks the human protease SENP7 | recombinant SENP7, Z-RLRGG-aminoluciferin luminescence, 40 min | inhibition, % at 5 µM | 330,000 compounds, 1.5% hits | AID 434973;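 active = inhibition above about 50% at the single test dose, limit read from the data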;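 note: plate controls were DMSO with enzyme for no effect and no enzyme buffer wells for full effect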
Target sequence (Q9BQF6 706-1050 limits assumed): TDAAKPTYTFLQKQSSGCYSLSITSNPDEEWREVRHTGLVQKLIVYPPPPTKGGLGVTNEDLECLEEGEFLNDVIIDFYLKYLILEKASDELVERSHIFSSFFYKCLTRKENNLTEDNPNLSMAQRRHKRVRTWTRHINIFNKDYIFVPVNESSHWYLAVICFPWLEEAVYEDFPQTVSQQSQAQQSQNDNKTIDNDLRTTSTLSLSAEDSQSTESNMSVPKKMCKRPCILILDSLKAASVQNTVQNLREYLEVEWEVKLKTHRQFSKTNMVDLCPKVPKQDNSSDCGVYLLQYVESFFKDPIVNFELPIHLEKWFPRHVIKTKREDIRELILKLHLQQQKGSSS
NALP3 yeast inh: blocks the NALP3 inflammasome reconstituted in yeast. Yeast reconstituted NLRP3/ASC/caspase-1, beta-gal luminescence, 24 h. inhibition, % at 10 µM. 330,000 compounds, 0.39% hits;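 active = inhibition of 50% or more; inactive = inhibition below 50%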;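 note: plate controls were induced DMSO wells for no effect and uninduced yeast grown without galactose for full effect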
HKDC1 inhibitor: inhibitors of human hexokinase HKDC1. Q2TB90. recombinant HKDC1, G6PDH/diaphorase resazurin coupled fluorescence. inhibition, % at 20 µM. 340,000 compounds, 0.16% hits. AID 493160;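 active = inhibition above about 35% when tested at 20 µM, limit read from the data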;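 note: plate controls were DMSO wells with enzyme for no effect and DMSO wells lacking enzyme for full effect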
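test system = in-house recombinant HK5 (HKDC1) enzyme | amount = HKDC1 at 5 µg/mL | control set = DMSO-enzyme wells negative, buffer-substituted wells positive | compound = one dose of 20 µM, 1% DMSO | schedule = reaction time 90 min, room temperature, protected from light | technique = resorufin fluorescence at 613 nm | reagent = glucose with 1 mM ATP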
* marks the source's active call; other numbers are inactive results; nt = no result given.

SMILES	Apaf1 inhib	PfGluPho inh	SENP8 block-1	SENP1 inh	SENP6 block	SENP8 block-2	SENP7 block	NALP3 yeast inh	HKDC1 inhibitor
Cc1ccc(CC(=O)OCC(=O)NC2CCCC(C)C2C)cc1C (stereo unspecified)	25	-11	3	3	-8	15	9	5	5
O=C(N/N=C/c1ccc([N+](=O)[O-])o1)c1cc2ccccc2o1	-11	38	1	-5	-3	19	5	11	-4
COc1ccccc1C1=NOC(COc2ccc3c(C)cc(=O)oc3c2)C1 (stereo unspecified)	1	7	-10	-2	-4	-124	-4	18	-3
C#CCn1c(CCNC(=O)c2ccco2)nc2ccccc21	0	-25	-10	1	-2	7	-17	15	-4
COc1ccc(Cn2c(C)c(C)c(C#N)c2NC(=O)Nc2cccc(Cl)c2)cc1	9	-19	-11	-4	-9	4	-8	8	2
O=C(c1cccnc1)N(Cc1ccccc1)c1ccccc1	-6	-18	-7	-1	-21	7	-2	17	2
CC(C)C[C@@H](CNCC(=O)[C@H](C)NC(=O)c1[nH]cnc1C(=O)N[C@@H](C)CN)NC(=O)c1nc[nH]c1C(=O)N[C@@H](Cc1ccccc1)C(=O)O	nt	5	nt	0	nt	-2	nt	nt	-5
COc1ccc(OC)c2[nH]c(=O)c(CCNC(=O)C3CCCCC3)cc12	4	8	-1	0	10	-197	-1	1	5
COc1cc(CNc2ccc(N3CCOCC3)c(C(=O)O)c2)ccc1OCC(N)=O	7	-12	-10	-1	4	-71	-10	7	-3
COc1ccc(NC(=O)c2ccc(-n3cccn3)nc2)c(OC)c1	4	0	-8	0	-6	18	-7	17	-2
CCOc1ncccc1C(=O)Nc1cccc(S(=O)(=O)N2CCCCC2)c1	5	-1	8	1	-11	17	7	27	5
Cc1cc2cc(CN(Cc3ccco3)C(=O)NCc3ccccc3)c(=O)[nH]c2cc1C	-8	0	2	-1	-11	-20	-5	4	5
COCCOC(=O)c1c(NC(=O)COC(=O)Cc2cccc(OC)c2)sc(C(N)=O)c1C	4	-11	-8	2	0	-7	-8	6	3
COc1ccc(-c2ccc(CCC(=O)O)n2NC(N)=O)cc1	-15	-2	-2	-7	-10	-23	6	11	-6
Cc1c(NC(=S)NC(=O)c2cccc(Br)c2)c(=O)n(-c2ccccc2)n1C	0	2	-7	0	-2	16	8	11	-4
Cc1ccc(/C=C/C(=O)Nc2cc(C)on2)cc1	6	-11	-14	4	-5	27	4	37	-3
CC(=O)C1=C(C)NC(SCC(=O)c2ccc(-c3ccccc3)cc2)=C(C#N)C1c1cccnc1 (stereo unspecified)	1	nt	-12	nt	-5	nt	-7	35	nt
CCCCN(C)Cc1c(C)[nH]c2c(ccc3ccccc32)c1=O	5	-19	-10	-6	-17	-44	-5	10	2
CC(CCc1ccccc1)NC(=O)c1cccc(F)c1 (stereo unspecified)	2	10	-10	0	9	3	5	19	-3
S=C(Nc1ccccc1)N1CCN(c2ccccc2)CC1	nt	10	nt	-2	nt	6	nt	nt	-7
Cc1occc1C(=O)Nc1ccc(S(N)(=O)=O)cc1	2	15	-9	-1	6	6	4	7	-3
O=[N+]([O-])c1cccc(-c2n[nH]c(=S)n2-c2ccc(Br)cc2)c1	18	11	2	1	7	16	13	30	-7
CN(Cc1ccccc1)C(=O)N1CCOCC1	-25	-9	3	0	-16	11	-3	-2	-3
CCc1cc(=O)oc2c3c(cc(OCC(=O)NCc4ccco4)c12)OC(C)(C)CC3	5	32	-8	1	1	-197	11	7	14

Record cards (already shown). Order of values: Apaf1 inhib | PfGluPho inh | SENP8 block-1 | SENP1 inh | SENP6 block | SENP8 block-2 | SENP7 block | NALP3 yeast inh | HKDC1 inhibitor
Cc1ccc(/C=C/C(=O)Nc2cc(C)on2)cc1 in the list: 6 | -11 | -14 | 4 | -5 | 27 | 4 | 37 | -3
CCCCN(C)Cc1c(C)[nH]c2c(ccc3ccccc32)c1=O in the list: 5 | -19 | -10 | -6 | -17 | -44 | -5 | 10 | 2

Taken from above.
`COc1ccccc1C1=NOC(COc2ccc3c(C)cc(=O)oc3c2)C1` (stereo unspecified) in SENP6 block = -4
`CCc1cc(=O)oc2c3c(cc(OCC(=O)NCc4ccco4)c12)OC(C)(C)CC3` in PfGluPho inh = 32
`Cc1ccc(CC(=O)OCC(=O)NC2CCCC(C)C2C)cc1C` (stereo unspecified) in SENP1 inh = 3
`Cc1cc2cc(CN(Cc3ccco3)C(=O)NCc3ccccc3)c(=O)[nH]c2cc1C` in PfGluPho inh = 0

Continued.
SMILES	Apaf1 inhib	PfGluPho inh	SENP8 block-1	SENP1 inh	SENP6 block	SENP8 block-2	SENP7 block	NALP3 yeast inh	HKDC1 inhibitor
CC(=O)c1sc(NC(=O)C2CCN(c3ncnc4sc(C)c(C)c34)CC2)nc1-c1ccccc1	15	8	11	-2	-7	16	-2	21	2
C=CCOc1cccc(/C=N/NC(=O)CC(=O)NC2CCCCC2)c1	2	-1	-3	-1	-15	9	7	10	-1
CC1Cc2cc(S(=O)(=O)N3CCN(c4ccccc4)CC3)ccc2N1C(=O)C1CC1 (stereo unspecified)	8	-2	0	2	-1	15	12	8	-8
CCC(OC(=O)c1ccco1)C(=O)NCc1ccc(C)cc1 (stereo unspecified)	-17	1	1	0	3	6	0	21	10
CCCCc1ccc(NC(=O)N2CCN(c3cc(C)nc4ccccc34)CC2)c(C)c1	14	-5	-4	2	-1	0	6	6	4
CCC1CCCCN1C(=O)CCNS(=O)(=O)c1ccc2c(c1)oc(=O)n2C (stereo unspecified)	5	-7	-10	3	-3	11	-12	7	-6
CS(=O)(=O)c1ccc(-c2cccc(NC(=O)c3ccc(Br)o3)c2)nn1	4	-1	11	1	-8	10	-6	16	-7
COc1ccc([N+](=O)[O-])cc1NC(=O)C1(c2ccccc2)CCOCC1	-2	-2	7	2	16	13	-3	1	-1
CC1(C)C2CCC1(C)C(OC(=O)CSc1nc(N)cc(=O)[nH]1)C2 (stereo unspecified)	-10	-29	-4	2	-3	12	0	16	9
Cc1csc(NC(=O)C2CC(=O)N(c3ccc4c(c3)OCCO4)C2)n1 (stereo unspecified)	-12	4	7	0	4	3	4	18	-4
COc1ccc(OC)c(S(=O)(=O)N2CCNCC2)c1	-7	4	-2	0	-17	16	0	8	-4
CCOC(=O)N1CCC(n2c(=S)[nH]c3cc(OC)c(OC)cc3c2=O)CC1	3	20	-14	1	-18	27	1	10	-2
CCCNC(=O)C(Cc1ccccc1)NC(=O)Cc1ccccc1 (stereo unspecified)	-10	-9	0	0	-10	15	6	-4	-2
Cc1ccc(CNC(=O)Cc2noc3ccccc23)cc1	-12	1	-8	1	-11	-14	7	-9	-5
CC(C)COP(=O)(c1ccc(N(C)C)cc1)C(O)c1ccncc1 (stereo unspecified)	-9	-13	-4	0	2	8	6	6	6
CN1Cc2c(N3CCOCC3)nc3sc(C(=O)c4ccccc4)c(N)c3c2CC1(C)C	4	22	0	-60	-1	-41	4	31	1
CCOc1ncccc1C(=O)Nc1cc(S(=O)(=O)N2CCCCC2)ccc1C	2	-3	-15	0	-10	6	-1	8	-6
Cc1cccc(-n2ncc3c2CCCC3NC(=O)CCN2CCCCO2)c1C (stereo unspecified)	-18	6	-8	1	-19	6	-4	5	-6
CC1Cc2ccccc2N1S(=O)(=O)c1cccc(C(=O)OCC(=O)NC2CCS(=O)(=O)C2)c1 (stereo unspecified)	7	-14	-1	-2	-33	20	-3	14	-4
COc1ccccc1-n1c(C)nc(=O)c(-c2ccccc2)c1C	5	10	-1	1	0	21	0	10	2
O=C(OCc1nnc(-c2ccc(Cl)cc2)o1)c1ccncc1	2	-11	-4	-34	-20	-67	-1	8	0
Nc1c(-c2ccc(Cl)cc2)cnn1C1CCS(=O)(=O)C1 (stereo unspecified)	1	9	-3	2	-10	13	8	-2	-6
COc1cccc(C(=O)OCC(=O)NC2CCCc3ccccc32)c1O (stereo unspecified)	9	-9	-7	-15	-14	-8	4	24	-1
Cc1ccc2nc(-c3ccccn3)cc(C(=O)NCCc3ccc(F)cc3)c2c1	4	-8	3	1	-2	-80	-4	29	-2
Cc1nc2ccccc2n1CC(=O)N1CC(=O)Nc2ccccc21	-20	-7	-10	2	-10	10	10	3	5
CN1C2=C(C(=O)CC(C)(C)C2)C(c2cccs2)C2=C1CC(C)(C)CC2=O	9	21	1	-40	-12	-472	-9	12	0
CCC(NC(=S)NCc1ccc(F)cc1)c1ccccc1 (stereo unspecified)	11	13	10	1	-9	-440	1	10	-5
CC(=O)NCc1ccc(S(=O)(=O)NC(C)CCc2ccccc2)cc1 (stereo unspecified)	2	7	2	1	-7	8	-2	12	-3
CCN(CC)CCCNC(=O)CCc1c(C)n(CC)c2cc(-c3ccccc3OC)nn2c1=O	4	4	-2	-1	-20	-221	-6	9	-6
Cc1nccn1CC(O)COc1ccccc1 (stereo unspecified)	-10	-5	2	1	4	32	1	1	-11
O=C(Nc1nc(-c2ccccn2)cs1)c1ccc(Br)s1	22	-19	3	6	0	-43	-4	15	3
O=S(=O)(c1ccc(N2CCOCC2)nc1)N(Cc1ccccn1)Cc1ccccn1	-19	-7	-3	5	-24	-17	-1	14	-4
Nc1nc(NCCc2ccccc2)nc(NCc2ccccc2)c1[N+](=O)[O-]	32	18	-8	1	-6	17	-8	-2	-2
CC1=C(C(=O)OCc2ccccc2)C(c2cccnc2)n2ncnc2N1 (stereo unspecified)	-3	33	0	0	-5	0	-2	2	8
Cc1cc(=O)oc2cc(OCC(=O)Nc3ccc(CN4CCOCC4)cc3)c(Cl)cc12	11	11	2	0	9	-72	0	6	-2
COc1cccc2cc(C(=O)N3CCN(c4ccc(C)cc4C)CC3)c(=O)oc12	13	11	3	-2	-6	8	5	8	-1
Cc1cccc(NS(=O)(=O)c2ccc3c(c2)Cc2cc(S(=O)(=O)Nc4cccc(C)c4C)ccc2-3)c1C	nt	6	nt	1	nt	12	nt	nt	5
COc1ccc(N2C(=O)CC(Sc3nc4ccccc4s3)C2=O)cc1OC (stereo unspecified)	3	-15	15	2	5	16	2	24	-10
CCOc1ccc(CNC(=O)CCCOc2cc(=O)n(C)c3ccccc23)cc1	3	2	4	-1	-4	5	5	1	-1
Cc1cccc(NC(c2ccc(C)s2)c2ccc3ccc(C)nc3c2O)n1 (stereo unspecified)	0	31	-10	2	-15	9	-2	4	-9
CCOC(=O)c1cccc(NC(=O)CN(C)S(=O)(=O)c2cnc[nH]2)c1	-4	-13	0	0	0	27	-10	2	-7
Cc1c(C(=O)O)oc2ccc(S(=O)(=O)NC3CCCCCCC3)cc12	-4	-32	-8	0	-8	10	-5	8	-8
Cc1n[nH]c(=O)c2c(NC(=O)CSc3ccc(F)cc3)oc(C)c12	-1	-3	5	-3	-9	14	-3	8	4
COc1ccccc1N1CN(Cc2ccccc2)CNC1=S	-9	6	-5	1	-2	9	-7	24	-8
O=C(Nc1ccc(N2CCN(C(=O)c3cccs3)CC2)cc1)c1cccnc1	1	14	-5	4	-26	11	-6	12	-11
CCCC(=O)Nc1ccc(Cl)c(NC(=O)c2ccco2)c1	-14	-4	-1	-1	-8	17	-3	5	-8
